TEAD-YAP block: TEAD-YAP interaction inhibition; HEK-TIYL cells, TEAD-Gal4/YAP UAS-luciferase luminescence; inhibition, % at 9.12 µM; 1.4% of 640,000 active; AID 1259422; in the data active = inhibition above about 32%;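 also: 0% = median of test compound wells and 100% = reference inhibitor wells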
FBW7 activator: activators of human E3 ligase FBW7 | AlphaScreen FBW7–phospho-cyclin E peptide binding, activator screen | normalized activity (activation), % at 26.1 µM | 0.13% of 650,000 active | AID 1259310 | Q969H0; in the data active = normalized activity above about 1.9%;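 also: purified mutant Fbw7 with reduced substrate affinity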
Target sequence (Q969H0 whole entry, looked up): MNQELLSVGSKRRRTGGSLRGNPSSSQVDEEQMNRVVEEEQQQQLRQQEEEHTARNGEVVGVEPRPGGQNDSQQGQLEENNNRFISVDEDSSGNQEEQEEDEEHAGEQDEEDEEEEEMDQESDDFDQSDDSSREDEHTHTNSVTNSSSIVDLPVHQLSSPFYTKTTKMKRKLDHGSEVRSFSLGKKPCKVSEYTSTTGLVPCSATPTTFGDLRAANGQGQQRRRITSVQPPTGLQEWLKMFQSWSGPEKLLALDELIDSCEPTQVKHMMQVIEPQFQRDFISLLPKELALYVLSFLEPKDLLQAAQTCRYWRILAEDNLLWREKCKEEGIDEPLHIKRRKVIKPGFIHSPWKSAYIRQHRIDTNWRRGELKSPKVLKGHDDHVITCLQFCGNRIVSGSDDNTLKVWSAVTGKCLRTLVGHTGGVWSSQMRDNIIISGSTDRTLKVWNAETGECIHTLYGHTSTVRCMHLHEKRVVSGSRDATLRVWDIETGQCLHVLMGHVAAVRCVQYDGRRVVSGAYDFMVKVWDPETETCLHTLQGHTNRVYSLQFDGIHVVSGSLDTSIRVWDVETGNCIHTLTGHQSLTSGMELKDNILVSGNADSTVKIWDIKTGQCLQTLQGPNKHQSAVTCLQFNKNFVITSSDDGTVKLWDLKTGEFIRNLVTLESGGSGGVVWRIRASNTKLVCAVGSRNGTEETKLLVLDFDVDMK
GPR151 activ: human GPR151 activation; PathHunter beta-arrestin GPR151 cells, luminescence; activation, % at 11.2 µM; 1% of 650,000 active; AID 1508602; Q8TDV0; in the data active = activation above about 4.9%;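 also: 0% = median of compound wells and 100% = cells with positive control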
MITF inh: human MITF inhibition, primary screen. O75030. AlphaScreen MITF homodimerization, bead proximity signal. inhibition, % at 2.6 µM. 0.91% of 650,000 active; in the data active = inhibition above about 50%;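 also: 0% = vehicle wells with protein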
* = called active by the depositor; & = joins results of further samples.

molecule,TEAD-YAP block,FBW7 activator,GPR151 activ,MITF inh
COc1cccc(-n2cc(C(=O)N(C)c3ccc(OC)cc3OC)c3ccccc3c2=O)c1,-8,-0.2,0.5,-5
NC(=O)c1ccsc1NC(=O)c1cccc([N+](=O)[O-])c1,-32,0.0,1.8,-11
CC1CC(C)CN(C(=O)c2ccc(Sc3ccc(F)cc3)c([N+](=O)[O-])c2)C1 (stereo not given),-9,-0.3,0.1,8
COc1cc(N2CCOCC2)ccc1C=C1C(=O)N(C)C(=S)N(C)C1=O,-4,-0.1,-0.3,3
Nn1c2ccccc2n2cc(-c3ccc(Cl)cc3)nc12,56*,1.0,-5.8,4
COc1ccc(S(=O)(=O)N(CC(=O)NCc2ccccc2C)c2ccccc2)cc1,-2,0.1,-0.9,4
CCCOC1(NC(=O)c2ccccc2)C(C)=CC(=O)C=C1C,1,-0.1,-0.7,-11
O=C(CSc1nnc2c(n1)-c1cccc3cccc-2c13)N1CCOCC1,8,0.6,-0.3,15
COc1cc(CN2CCN(Cc3cccc(OC)c3OC)CC2)c([N+](=O)[O-])cc1OC,-9,0.0,0.3,52*
Cc1onc(-c2ccccc2Cl)c1C1=N/C(=C\c2ccc(Br)cc2)C(=O)O1,-4,-0.1,0.3,6
CC(C)N(CCNc1nc(Nc2ccc(C(F)(F)F)cc2)nc2c1ncn2C1CCCCC1)C(C)C,5,0.0,-1.7,10
CC(C)CN(C(=O)c1cccs1)C1CCS(=O)(=O)C1 (stereo not given),3,-0.1,-0.5,-8
COc1ccccc1-n1c(SCC(=O)N2CCc3ccccc32)nnc1-c1cccnc1,-3,0.1,0.1,9
CN(C)CCCN(C(=O)C1CC1)c1nc(-c2ccc(Cl)cc2)cs1,-8,0.0,-0.3,-5
Cc1ccc(C(=O)C2CCN(C(=S)NCCCN(C)C)CC2)cc1,-4,-0.1,-0.1,4
CCOC(=O)N1CCN(C(=O)C2CCN(S(=O)(=O)c3ccc(OC)c(OC)c3)CC2)CC1,3,-0.1,-0.5,6
CC(=O)Nc1ccc(N2CCCCC2)c(C(N)=O)c1,4,0.3,-0.7,12
O=C(Cc1cc(=O)[nH]c(=O)[nH]1)NCCN1CCOCC1,8,0.0,0.1,3
CC1CCN(C(=O)c2cc(-c3ccncc3)nc3ccccc23)CC1,-6,-0.3,-0.6,-15
NNC(=O)c1nsnc1-c1ccccc1O,5&0,0.0&0.0,-0.3&0.5,4&-4
Cc1cccc(-c2nnc3sc(NC(=O)CC(C)C)nn23)c1,4,-0.1,0.4,-3
COc1ccc(NS(=O)(=O)c2ccc(Br)cc2)cc1,-2,0.1,-0.5,3
Cc1ccc(C2=CC(c3cccc(Br)c3)n3nc(CCCO)nc3N2)cc1 (stereo not given),10,0.0,1.6,10
O=C(Cc1cn(Cc2ccc(Cl)cc2)c2ccccc12)NC1CC1,-19,-0.1,-2.0,-7
COc1ccc(C(=O)OCCN2CCN(C3=NS(=O)(=O)c4ccccc43)CC2)cc1,10,0.1,-1.1,3
CCN(/N=C/c1ccc(OC)cc1)c1cc(=O)n(C)c(=O)[nH]1,-9,0.7,-0.7,23
O=C(COc1ccccc1[N+](=O)[O-])Nc1cccc(Cl)c1N1CCOCC1,13,0.1,5.0*,-2
O=C(NC1CCCCC1)C(c1cccnc1)N(CCc1ccccc1)C(=O)c1csnn1 (stereo not given),0,-0.1,1.2,9
Cc1c(C(=O)N2CCC(Cc3ccccc3)CC2)sc2ncn(CC(=O)N3CCCCC3C)c(=O)c12 (stereo not given),0,-0.1,-0.8,2
Cc1cccc(C)c1-n1c(=S)sc2c(=O)n(CCc3ccccc3)c(SCc3cccc([N+](=O)[O-])c3)nc21,3,-0.1,1.6,8
Cc1cc(C(=O)NCC2Cc3cc(-c4ccsc4)cc(Cl)c3O2)no1 (stereo not given),7,-0.2,0.1,-8
Cn1c(/C(C#N)=C(\O)c2ccc(S(=O)(=O)N3CCOCC3)cc2)nc2ccccc21,7,0.9,-1.6,9
CC(=O)c1cccc(-c2nc(C)cc(NC3CCN(Cc4ccccc4)CC3)n2)c1,-8,0.0,1.5,12
COc1ccc(/C=N/NC(=O)CN(C)C(=O)OCc2ccccc2)cc1OC,2,0.6,-0.9,15
COc1cc2c(C(=O)N3CCN(C)CC3)cn(C)c(=O)c2cc1OC,-5,0.1,-0.7,1
O=C(c1cc2ccccc2oc1=O)N(Cc1cccs1)C1CCS(=O)(=O)C1 (stereo not given),-35,0.9,-0.7,16
CC(C)CCNC(=O)c1cc2c(=O)n(C)c3ccccc3c2n1C,-8,0.9,-0.3,11
COc1ccccc1CN1CCNC(=O)C1CC(=O)NCc1ccc(C)cc1 (stereo not given),7,-0.1,0.5,-4
COc1ccc(NC(=O)C(=O)NC2CCN(Cc3ccccc3)CC2)cc1OC,-1,0.0,-0.1,26
Cc1ccc(C)c(OCCCN2CCCC2)c1C,10,0.1,0.4,4
Cc1nc2nc(-c3ccc(F)cc3)cn2nc1C,2,0.0,-11,5
COc1cc(OC)cc(-c2nc3n(n2)C(c2ccccc2)C(C(N)=O)=C(C)N3)c1 (stereo not given),-5,0.2,0.7,11
CC(C)NS(=O)(=O)c1ccc(OCC(=O)Nc2ccc(F)c(Cl)c2)cc1,11,0.1,2.2,7
CCC1CCCCN1CC(O)Cn1c2ccccc2n2c(=O)cc(C)c(C#N)c12 (stereo not given),-6,-0.1,0.9,-1
O=C(COc1ccc([N+](=O)[O-])cc1)N1CCCC1,4,0.2,0.7,0
Cc1nn(-c2ccccc2)c(C)c1N1CCN(S(=O)(=O)c2c(C)noc2C)CC1,-8,-0.1,-0.6,14
COc1ccc(Cn2nnnc2CN2CCC(O)(c3ccccc3F)CC2)cc1,-1,-0.2,1.0,4
O=[N+]([O-])c1ccc2c(cnn2-c2ccnc(NCCN3CCOCC3)n2)c1,-8,0.0,-0.5,-1

Among those listed so far, 7 contain a Cl atom:
molecule,TEAD-YAP block,FBW7 activator,GPR151 activ,MITF inh
Nn1c2ccccc2n2cc(-c3ccc(Cl)cc3)nc12,56*,1.0,-5.8,4
Cc1onc(-c2ccccc2Cl)c1C1=N/C(=C\c2ccc(Br)cc2)C(=O)O1,-4,-0.1,0.3,6
CN(C)CCCN(C(=O)C1CC1)c1nc(-c2ccc(Cl)cc2)cs1,-8,0.0,-0.3,-5
O=C(Cc1cn(Cc2ccc(Cl)cc2)c2ccccc12)NC1CC1,-19,-0.1,-2.0,-7
O=C(COc1ccccc1[N+](=O)[O-])Nc1cccc(Cl)c1N1CCOCC1,13,0.1,5.0*,-2
Cc1cc(C(=O)NCC2Cc3cc(-c4ccsc4)cc(Cl)c3O2)no1 (stereo not given),7,-0.2,0.1,-8
CC(C)NS(=O)(=O)c1ccc(OCC(=O)Nc2ccc(F)c(Cl)c2)cc1,11,0.1,2.2,7

More entries follow.
molecule,TEAD-YAP block,FBW7 activator,GPR151 activ,MITF inh
CN1C(=O)/C(=N/OC(=O)c2ccccc2F)c2ccccc21,2,0.5,-0.1,23
CCOCCCNC(=O)c1ccc(Sc2ccc(F)cc2)c([N+](=O)[O-])c1,-2,-0.2,-1.0,6
Cc1ccc(C)c(N2CCN(C(=O)Cn3cccc3)CC2)c1,11,0.0,0.9,17
COc1ccc(CNC(=O)CN(Cc2ccc(OC)cc2)C(=O)c2csnn2)cc1,12,0.0,1.2,12
Cc1c(CCC#N)c(=O)n2c([nH]c3ccccc32)c1C#N,5,-0.1,-1.7,-13
Cn1c(=O)c2c(nc(CN3CCN(CCO)CC3)n2Cc2cccc(Cl)c2)n(C)c1=O,-1,0.1,-0.5,9
C=CCc1cc(C)ccc1OCCNCCCOC,10,-0.1,-0.1,26
Fc1cccc(CN2CCCNCC2)c1,-3,0.0,-0.2,-9
COC(=O)C1=C(C)Nc2nc(SC)nn2C1/C=C/c1ccccc1 (stereo not given),7,-0.3,-0.1,-2
Cc1ccc(C)c(NC(=O)C2CC3CCCN3C23C(=O)Nc2ccccc23)c1 (stereo not given),5,0.1,1.0,1
N=C1S/C(=C\c2ccco2)C(=O)N1c1nccs1,-15,-0.6,-4.1,19
O=C(Nc1ccc(C(F)(F)F)cc1)C1CCC1,-5,0.1,0.3,12
O=C(Nc1ccc2c(c1)CN(Cc1cc(Cl)ccc1O)CC2)C1CCCO1 (stereo not given),-8,0.0,3.7,-6
O=C(NC1CCCCC1)/C(=C\c1cccc([N+](=O)[O-])c1)NC(=O)c1ccccc1,-10,-0.1,-0.5,8
Cc1ccc(S(=O)(=O)C2(C(=O)N3CCN(c4ccccc4F)CC3)CC2)cc1,0,0.5,-2.0,-1
CC1CN(C(c2cccs2)c2sc3ncnn3c2O)CC(C)O1 (stereo not given),12,0.6,0.2,17

More compounds
Order of values – TEAD-YAP block	FBW7 activator	GPR151 activ	MITF inh
Cn1ccc(NC(=O)Nc2cccc(C(F)(F)F)c2)n1
    -7	-0.1	0.2	-5
Clc1c(OCCN2CCOCC2)ccc2ccccc12
    -49	0.0	2.3	12
Cc1ccc(C(=O)N2CCC(C(Cc3ccccc3)N(C)C(=O)C3CCOCC3)CC2)cn1 (stereo not given)
    -5	0.1	-1.3	6
COc1ccc(C2C=C(Nc3ccccc3)C(=O)O2)cc1OC (stereo not given)
    -1	0.2	-1.0	13
CC1=NN(c2nc3ccccc3[nH]2)C(=O)C1CCC(C)C (stereo not given)
    73*	-0.6	-1.6	31
O=C(c1cc(-c2ccco2)on1)N1CCCc2ccccc21
    -6	0.0	0.4	-3
CN(C)CCCN(C(=O)c1cccc(Cl)c1)c1nc2c(F)cccc2s1
    -8	0.1	1.1	-5
CCN(CC)c1ccc(/C=N/NC(=O)CNc2cccc(Cl)c2)cc1
    19	-0.1	0.0	23
CCCCNC(=O)CCN(Cc1c(Cl)cccc1Cl)S(=O)(=O)c1ccc(C)cc1
    14	-0.1	0.6	-6
COC(=O)c1cc(S(=O)(=O)N2CCC(C(N)=O)CC2)oc1C
    9	0.1	-0.3	14
CCC1CCCCN1CCCNC(=O)/C=C1\Sc2ccccc2NC1=O (stereo not given)
    -15	0.2	0.4	-6
Cc1cc2nn(-c3ccc(Cl)cc3)nc2cc1NC(=O)Cc1ccccc1
    -16	-0.1	-0.3	8
CCOc1cc2[nH]c(=S)n(CCCCC(=O)NCc3ccco3)c(=O)c2cc1OCC
    -14	0.1	3.3	-5
C=CCOc1nc2cc3c(cc2cc1CNCC1CCS(=O)(=O)C1)CCC3 (stereo not given)
    1	-0.1	1.0	-2
COc1cc2cc(C#N)c(SCC(=O)Nc3nc(C)c(C)s3)nc2cc1OC
    -1	0.0	-0.2	13
C=CCNC(=O)c1ccc(C(C)C)cc1
    -34	0.1	-2.3	10
COc1ccc(/C=C(/C#N)S(=O)(=O)c2ccc(C)cc2)c(OC)c1
    11	-0.5	-0.6	2
O=C(c1ccc(Cn2c(=S)[nH]c3ccsc3c2=O)cc1)N1CCN(c2ccccc2)CC1
    -6	0.0	-0.4	5
Cc1csc(SCC(=O)N2CCc3ccc(NC(=O)C4CCCO4)cc3C2)n1 (stereo not given)
    8	0.0	1.3	13
O=C(NC1CCCC1)C(c1cccs1)N(CC1CCCO1)C(=O)C(F)(F)F (stereo not given)
    1	-0.1	-0.3	7
CCN1C(=O)/C(=C2\C=Cc3cc(OC)ccc3N2CC)SC1=S
    -6	0.0	-1.7	-1
COC(=O)c1sc(NC(=O)c2ccc(C)o2)nc1C
    -44	0.0	-5.1	-2
COc1ccc(Br)cc1C1Nc2ccccc2NC2=C1C(=O)CC(c1ccc(Cl)cc1)C2 (stereo not given)
    -2	-0.1	0.6	7
COc1cc(/C=N/Nc2nc3ccccc3s2)cc(I)c1O
    -30	0.2	1.3	10
CCOC(=O)C1=C(C)N=c2s/c(=C\c3ccc(OCc4ccccc4)c(OC)c3)c(=O)n2C1c1ccc(OC)cc1 (stereo not given)
    5	0.1	0.7	13
CC(=O)c1cccc(NC(=O)c2cc3cc(Br)cc(Br)c3oc2=O)c1
    2	-0.1	-1.0	-3
CC(=O)Nc1c(O)nc(SCC(=O)Nc2c(C)cccc2C)[nH]c1=O
    19	-0.4	0.4	-7
CC(C)n1c(NCc2cccnc2)nc2c(NCc3nc4ccccc4[nH]3)ncnc21
    5	0.1	-1.5	11
CCc1ccc(S(=O)(=O)Nc2cc3c4c(oc3c3ccccc23)CCC(C(C)(C)CC)C4)cc1 (stereo not given)
    5	0.5	1.8	14

Four entries from above, as labelled records.
O=C(Nc1ccc2c(c1)CN(Cc1cc(Cl)ccc1O)CC2)C1CCCO1 (stereo not given)
  TEAD-YAP block: -8
  FBW7 activator: 0.0
  GPR151 activ: 3.7
  MITF inh: -6

C=CCOc1nc2cc3c(cc2cc1CNCC1CCS(=O)(=O)C1)CCC3 (stereo not given)
  TEAD-YAP block: 1
  FBW7 activator: -0.1
  GPR151 activ: 1.0
  MITF inh: -2

CCOC(=O)N1CCN(C(=O)C2CCN(S(=O)(=O)c3ccc(OC)c(OC)c3)CC2)CC1
  TEAD-YAP block: 3
  FBW7 activator: -0.1
  GPR151 activ: -0.5
  MITF inh: 6

COC(=O)c1sc(NC(=O)c2ccc(C)o2)nc1C
  TEAD-YAP block: -44
  FBW7 activator: 0.0
  GPR151 activ: -5.1
  MITF inh: -2
